mcGAS RapidFire – mouse cGAS inhibition by mass spec; Q8C6L5; recombinant mouse cGAS, cGAMP by RapidFire MS; inhibition, % at 12.5 µM; 130,000 tested, 0.18% active;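 active = inhibition of cGAS enzyme activity at or above 60%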;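 note: enzyme stimulated by 45 bp dsDNA with ATP and GTP substrates; cGAMP share of summed cGAMP plus half ATP and half GTP signals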
Target sequence (Q8C6L5 whole entry, looked up): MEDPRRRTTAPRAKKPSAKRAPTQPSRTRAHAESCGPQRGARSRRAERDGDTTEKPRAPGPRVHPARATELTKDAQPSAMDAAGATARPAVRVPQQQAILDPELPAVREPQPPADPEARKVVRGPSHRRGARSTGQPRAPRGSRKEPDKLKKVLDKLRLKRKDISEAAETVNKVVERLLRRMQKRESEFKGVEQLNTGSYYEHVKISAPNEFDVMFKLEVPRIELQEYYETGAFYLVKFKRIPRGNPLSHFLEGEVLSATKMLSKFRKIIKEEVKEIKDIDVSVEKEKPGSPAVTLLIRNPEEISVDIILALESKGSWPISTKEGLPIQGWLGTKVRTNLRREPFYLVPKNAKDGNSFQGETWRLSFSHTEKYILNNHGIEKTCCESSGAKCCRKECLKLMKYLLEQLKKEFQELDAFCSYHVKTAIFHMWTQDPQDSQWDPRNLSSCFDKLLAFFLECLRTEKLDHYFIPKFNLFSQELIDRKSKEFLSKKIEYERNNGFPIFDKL
* hit, by the source's call; & = joins results of further samples.

Sample of the layout, 21 compounds:
SMILES	mcGAS RapidFire
CC(C)C1N=C2c3ccccc3N=C(SCc3cc(=O)n4ccccc4n3)N2C1=O (centres undefined)	-3
Cn1cc(N2CCCC(NC(=O)NCC(O)C3CC3)C2)cn1 (centres undefined)	-3
CCN(CC)C(=O)C1CCCN(C(=O)Cn2nnnc2CN2CCCCCC2)C1 (centres undefined)	-4
Cc1cn2c3c(=O)n(CCN4CCOCC4)c(=O)n(C)c3nc2n1-c1ccc(Cl)cc1	-10
NC(=O)C1c2ccccc2CCN1S(=O)(=O)/C=C/c1ccccc1 (centres undefined)	-27
Cn1c(C2CCCCCN2)cc2ccccc21 (centres undefined)	-6
Nc1nccnc1C(=O)OCc1cc(=O)n2ccsc2n1	0
O=C(CN1CCN(C(=O)c2ccco2)CC1)Nc1ccc(Cl)cn1	-3
COc1cc(Br)cc(CNCCc2ccccn2)c1O	-16
COc1cccc(C=NC(C)c2sc(C)nc2C)c1O (centres undefined)	-12
CCSC1CCCCC1Nc1ncc(S(N)(=O)=O)s1 (centres undefined)	-7
NCCc1nc(N2CCC[C@@H]2CO)c2ccccc2n1	-6
Cc1nc(C(C)C)ncc1C(=O)NC(C)c1nncn1C(C)C (centres undefined)	-4
COCCS(=O)(=O)NCCc1c[nH]c2cccc(C)c12	5
O=c1cnnc(N/N=C\C=C\c2ccccc2)[nH]1	0
Cc1ccc(C(=O)Cc2nnn(-c3ccccc3)n2)cc1	3
CCCc1c(C(=O)O)cnn1-c1ccc(F)cc1	-5
Cc1sc2nc(C(C)OC(=O)CCCN3C(=O)NC4(CCCC4)C3=O)[nH]c(=O)c2c1C (centres undefined)	-7
O=C(NC1CC1)c1ccc(N2CCC(C(O)c3ccccc3)CC2)nc1 (centres undefined)	-11
COc1ccc(-n2c(SCCC(N)=O)nc3ccccc32)cc1	-3
CCN1CCN(c2nc3c(c(=O)n(C)c(=O)n3C)n2CCSc2nc3ccccc3s2)CC1	-3

The list itself, from the first entry:
SMILES	mcGAS RapidFire
CC(C)C1N=C2c3ccccc3N=C(SCc3cc(=O)n4ccccc4n3)N2C1=O (centres undefined)	-3
Cn1cc(N2CCCC(NC(=O)NCC(O)C3CC3)C2)cn1 (centres undefined)	-3
CCN(CC)C(=O)C1CCCN(C(=O)Cn2nnnc2CN2CCCCCC2)C1 (centres undefined)	-4
Cc1cn2c3c(=O)n(CCN4CCOCC4)c(=O)n(C)c3nc2n1-c1ccc(Cl)cc1	-10
NC(=O)C1c2ccccc2CCN1S(=O)(=O)/C=C/c1ccccc1 (centres undefined)	-27
Cn1c(C2CCCCCN2)cc2ccccc21 (centres undefined)	-6
Nc1nccnc1C(=O)OCc1cc(=O)n2ccsc2n1	0
O=C(CN1CCN(C(=O)c2ccco2)CC1)Nc1ccc(Cl)cn1	-3
COc1cc(Br)cc(CNCCc2ccccn2)c1O	-16
COc1cccc(C=NC(C)c2sc(C)nc2C)c1O (centres undefined)	-12
CCSC1CCCCC1Nc1ncc(S(N)(=O)=O)s1 (centres undefined)	-7
NCCc1nc(N2CCC[C@@H]2CO)c2ccccc2n1	-6
Cc1nc(C(C)C)ncc1C(=O)NC(C)c1nncn1C(C)C (centres undefined)	-4
COCCS(=O)(=O)NCCc1c[nH]c2cccc(C)c12	5
O=c1cnnc(N/N=C\C=C\c2ccccc2)[nH]1	0
Cc1ccc(C(=O)Cc2nnn(-c3ccccc3)n2)cc1	3
CCCc1c(C(=O)O)cnn1-c1ccc(F)cc1	-5
Cc1sc2nc(C(C)OC(=O)CCCN3C(=O)NC4(CCCC4)C3=O)[nH]c(=O)c2c1C (centres undefined)	-7
O=C(NC1CC1)c1ccc(N2CCC(C(O)c3ccccc3)CC2)nc1 (centres undefined)	-11
COc1ccc(-n2c(SCCC(N)=O)nc3ccccc32)cc1	-3
CCN1CCN(c2nc3c(c(=O)n(C)c(=O)n3C)n2CCSc2nc3ccccc3s2)CC1	-3
CC(NC(=O)CSc1nnc(NC2CC2)s1)c1ccco1 (centres undefined)	-2
Cc1noc(C(C)C)c1C(=O)NC1CCCCCCC1	-14
CCN(C(=O)C(C)Sc1nnc(-c2ccncc2)n1C)C1CCCCC1 (centres undefined)	-11
CC(=O)Nc1scc(-c2cccs2)c1C(=O)OCC(=O)NC(C)C	-11
CC(C)Oc1ccc(NS(=O)(=O)CC(=O)N(C)C2CCCC2)cc1	-11
Cc1cc(NC(=O)CSc2nc3[nH]ncc3c(=O)[nH]2)no1	-9
CC1NCCN(c2ccc(-c3ccccc3)cc2)C1=O (centres undefined)	-9
CC(=O)NC(c1ccccc1)c1nc(/C=C/c2ccccc2)cs1 (centres undefined)	1
CC(=O)Nc1c2ccccc2n2c(C)nc3c4ccccc4[nH]c3c12	-12

Sorted by heavy-atom count (ascending): some entries from above
SMILES	mcGAS RapidFire
CC(NC(=O)CSc1nnc(NC2CC2)s1)c1ccco1 (centres undefined)	-2
COc1ccc(-n2c(SCCC(N)=O)nc3ccccc32)cc1	-3
CC(=O)Nc1scc(-c2cccs2)c1C(=O)OCC(=O)NC(C)C	-11

Following part:
SMILES	mcGAS RapidFire
COc1ccc(-c2ccccc2NC(=O)C2CCCN(Cc3cnc(C)s3)C2)cc1 (centres undefined)	-2
Cc1ncc(CNCC(C)N(C)C2CC2)n1-c1ccccc1 (centres undefined)	-21
COc1ccc2nc(SCC(=O)NCCc3ccc4c(c3)OCCO4)[nH]c2c1	-3
COCCC1(C(=O)O)CCCN(c2ccc(-c3ccccc3)nn2)C1 (centres undefined)	3
CCOc1ccc2c(c1)[n+](=O)c(C(C)=O)c(C)n2[O-]	-3
c1cncc(-c2nc3c(c(NCCn4cccn4)n2)CCNC3)c1	-11
COc1ccc(NC(=O)CCN2CCC(c3noc(C)n3)CC2)cc1	-52
O=C1NC(C(=O)N2CCCC2c2ccccc2)CSC1Cc1ccc(F)cc1 (centres undefined)	-2
N#CC=C(Sc1nc2ccccc2o1)c1ccccc1	-8
CC1(C)C2CCC1(C)C(NC1=NCCC1)C2 (centres undefined)	-8
O/N=C1/CSCc2ccccc21	44
O=C1CCC(C(=O)N2CCC(Cc3n[nH]c(=O)n3-c3ccccc3)CC2)N1 (centres undefined)	10
O=C(C[C@@H]1C[C@@H]2C=C[C@H]1C2)N1C[C@H]2C[C@H](O)[C@H](O)C[C@H]2C1	-18
CN(C(=O)CN1CCC(c2cc3ccccc3[nH]2)CC1)C1CC1	1
CCc1ncc(-c2nccn2Cc2cnn(-c3ccc(F)cc3)c2)cn1	-13
Cc1oc(-c2ccc(C(F)(F)F)cc2)nc1CN1CCC[C@H]1C(N)=O	1
CC(C)CN(CC(C)C)C(=O)CSc1nn2c(=O)c(C(C)(C)C)nnc2s1	-9
O=C(NCc1ccco1)C(=O)Nc1cc2c3c(c1)CCN3C(=O)CC2	-5
CCN1C(=O)N(CC)C(O)C1O (centres undefined)	-13
CCCC(=O)C1=C(c2ccc(OC)cc2)N(C(=O)CCC)n2cnnc2S1	0
O=S(=O)(NC1CC1)c1ccc(S(=O)(=O)N2CCN(c3ncccn3)CC2)cc1	-10
Cc1ccc(S(=O)(=O)N2CCCC(CNC(=O)c3cccs3)C2)cc1 (centres undefined)	-1
CC(Sc1nncn1C)C(=O)NC(c1ccccc1)c1ccccc1 (centres undefined)	-7
CCN(C(=O)c1cccc(NC(=O)CCc2ccncc2)c1)c1ccccc1	-7
COC(=O)c1ccc(C(=O)N(C)C2CS(=O)(=O)c3ccc(Cl)cc32)nc1 (centres undefined)	-2
CC1Cc2cc(S(N)(=O)=O)ccc2N1CCCc1ccccc1 (centres undefined)	-7
Cc1cccc(C)c1NC(=O)CNC(=O)c1ccc(F)cc1F	-5
O=C(c1ccc(C(F)(F)F)o1)N1CCC(O)(c2ccc(Br)cc2)CC1	2
O=C(c1ccoc1)N1CCc2onc(C(c3ccccc3)c3ccccc3)c2C1	-13
Cc1ccc(C(C)C)c(OCC(=O)NNC(=O)CN2C(=O)c3ccccc3C2=O)c1	-8
COc1ccc(-c2cccc(OC(C)C(N)=O)c2)c2cccnc12 (centres undefined)	-5
O=C(c1cccc(F)c1)N1CCC(N2CCCC(C(=O)N3CCCC3)C2)CC1 (centres undefined)	-11
COc1ccc(C2C3(C#N)C(N)=NC(OC)(OC)C23C#N)cc1OC (centres undefined)	9
O=c1c2cnc3ncnn3c2ccn1Cc1cccnc1	-10
Cc1nc2ccc(C(=O)N3CCc4c(cnn4-c4ccccn4)C3)cc2nc1C	-2
O=C1NCC(=O)N2CCN(C(=O)c3ccccc3OC(F)(F)C(F)F)CC12 (centres undefined)	-1
Cc1cccc(NC2CCN(C(=O)Nc3ccc(F)cc3C)CC2)n1	-8&-3
CC1CCN(C(=O)Cn2cnc3c(nnn3Cc3ccc(Cl)cc3)c2=O)CC1	7
COCc1nc(N(C)Cc2csc(C(C)C)n2)c2cnn(C)c2n1	-5
CC(C(=O)Nc1ccccc1)S(=O)Cc1ccc(F)cc1Cl (centres undefined)	-14
CCOC(=O)CC1COCCN1C(=O)c1cc(COc2ccccc2F)[nH]n1 (centres undefined)	-7
CCN(Cc1ccc(Br)s1)S(=O)(=O)c1c(C)noc1C	-1
Cc1ccccc1-c1nc(CN2CCN(c3ncc4ccccc4n3)CC2)c(C)o1	-17
NC(=O)C1CCN(C(=O)c2ccc(-n3cccc3)cc2)CC1	-2
COCC(=O)N1CCCN(Cc2cnn3c(C)cc(C)nc23)CC1	-12
CCCc1sc(C(=O)Nc2nnc(C3CC3)s2)cc1CC	-9
CCSc1nnc(NC(=O)CSc2nnc(CNC(=O)c3cccc([N+](=O)[O-])c3C)n2-c2ccc(F)cc2)s1	-9
COC(=O)c1sccc1NS(=O)(=O)c1ccc(C(C)=O)cc1	-9
CC(C)CC(N)C(O)C(F)(F)F (centres undefined)	1
Cn1cc(-c2csc(C3(NC(=O)OC(C)(C)C)CCCC3)n2)cn1	-5
Cc1sc2nc(C3CC(=O)N(CC4CCC4)C3)[nH]c(=O)c2c1C (centres undefined)	-11
COCCn1c(C)cn2c3c(=O)n(CCCO)c(=O)n(C)c3nc12	-2
CCOC(C)c1noc(CNC2(c3noc(CC)n3)CCCC2)n1 (centres undefined)	-31
O=C(N[C@@H]1C[C@H]2CC[C@@H]1C2)C1CCCCN1Cc1cnc2ccccn12 (some centres undefined)	0
N#Cc1ccc(N=Nc2c(-c3ccccc3)[nH]n(-c3ccccc3)c2=O)cc1	-11
CCOc1c(Br)cc(F)cc1NCC(=O)NC(=O)NC	3
CNC(=O)c1cccnc1NC1CC2CCC1O2 (centres undefined)	0
Cc1cc(C(C)(C)C)cc(C)c1S(=O)(=O)Cl	-5
COc1ccc(C2(NC(=O)Nc3cccnc3)CCCC2)cc1	-20
CC1CC1c1ccc(CN(C(=O)c2ccc[nH]c2=O)C2CC2)o1 (centres undefined)	9
Other structures
SMILES	mcGAS RapidFire
O=C(Nc1ccc(C(F)(F)F)cc1)c1ccn(-c2cccc(Cl)c2)n1	-10
CC(=O)n1c(N2CCCCC2)c(O)c2ccccc21	-7
CN(C)CC1(O)CCCN(C(=O)c2sccc2Cl)CC1 (centres undefined)	-29
COC(=O)C(C)(C)C(C)(C)NC(=O)c1ccc(OCC2CC2)cc1	-7
COc1cccc(CN(C)C(=O)c2ncoc2-c2cccs2)c1	-10
Cc1nonc1CNC1CCN(c2ccc(C(=O)N3CCc4ccccc4C3)cc2)CC1	-11
Cc1cccc(C(C(=O)NCCc2nncn2C)N(C)C)c1 (centres undefined)	-11
CC(C(=O)NCC(F)(F)F)N1CCCCC1CN1CCOCC1 (centres undefined)	-35
O=C(NC1CCCN(c2ccccc2)C1)c1ccc2[nH]c(=O)[nH]c2c1 (centres undefined)	8
O=C(NC1(C(F)(F)F)C(=O)Nc2c1c(=O)[nH]c(=O)n2Cc1ccccc1)c1ccc(Cl)cc1 (centres undefined)	-6
COc1ccccc1NC(=O)C1=C(C)Nc2nc(-c3ccccc3)nn2C1c1ccccn1 (centres undefined)	-4
O=C(Cc1c(Cl)cccc1Cl)NC(c1cccs1)C1CC1 (centres undefined)	-2
COCc1nc(C)c(CNC(=O)c2ccccc2N2CCOCC2)s1	-66
COc1ccc(-c2cn3c(C(=O)Nc4cccc(C)n4)csc3n2)cc1	-1
Cc1ccc(F)c(NC(=O)C(c2ccccc2)c2ccccc2)c1	-7
CCCCNC(=O)NCC1=NC2C=CC=CC2N1 (centres undefined)	-4
COc1cc(C(=O)N(C)Cc2cccc(Cl)c2Cl)cc(OC)c1OCC(N)=O	-1
COC(=O)CCCNC(=O)NCC1=NC2C(C=NN2c2ccccc2)C(=O)N1 (centres undefined)	-9
CCC#CCN1CCc2c(cnn2-c2ccc(OC)cc2)C1	-5
Cc1ccc(-c2nc(SCCn3nc(C)cc3C)n[nH]2)cc1	-3
O=C1OC(/C=C/c2cccc(Cl)c2Cl)=NC/1=C\c1cccc([N+](=O)[O-])c1	-4
CC1=CC(C)C2COC(c3ccccc3O)C1C2 (centres undefined)	-9
CCOC(=O)Cc1cc(=O)n2[nH]c(-c3ccc(Br)cc3)cc2n1	-9
COC(=O)C1=NOC2C(=O)N(c3ccccc3)C(=O)C12 (centres undefined)	8
CC(C)CN(C)C(=O)C1CCCc2c1ccn2Cc1ccc(Cl)cc1 (centres undefined)	3
CN(C)C(=S)SCC(=O)NC(=O)NC(C)(C)C	-8
CCc1cc(NCC2(C)CC(C)=NO2)nc(N2CCOCC2)n1 (centres undefined)	-14
NCc1cc(Br)cs1	-6
O=C(NCc1ccccc1F)C(C1CCCC1)N1CCN(C(=O)C2CC2)CC1 (centres undefined)	-6
COc1ccc(Cl)cc1NC(=O)N1CCC(n2cc(C3CC3)nn2)CC1	-6
CSCCC(NC(=O)CN1C(=O)CSc2ccccc21)c1nc2ccccc2[nH]1 (centres undefined)	-9
CC(NC(=O)C1CCCC1)C(=O)Nn1cnc2ccccc21 (centres undefined)	13
Cc1nn(C)cc1C(=O)NC(CS(C)(=O)=O)c1ccccc1 (centres undefined)	4
BrC1(Br)C2COCOCC21 (centres undefined)	-8
CCCCOc1ccccc1C(=O)NNC(=S)NC(=O)c1ccccc1[N+](=O)[O-]	-6
COc1ccccc1CN1CCNC(=O)C1CC(=O)N1CC=CC1 (centres undefined)	-26
COc1ccc(C)cc1S(=O)(=O)Nc1ccc(F)cc1	6
O=C1NC(=Nc2ccccc2)S/C1=C\c1ccc(-c2cccc([N+](=O)[O-])c2)o1	4
CCOC(=O)C1(Cc2ccc(Cl)cc2)CCN(C(=O)C2Cc3ccccc3O2)CC1 (centres undefined)	-8
CCOC(=O)c1nn(-c2ccccc2)c(=O)cc1NCc1ccc(C)cc1	30
Cn1nc(C2CCN(C(=O)C3C=CCN3)CC2)n(Cc2ccccc2)c1=O (centres undefined)	-18

These rows are one share of the data; rates above refer to the full screens.
